# Source: PubChem (The Scripps Research Institute Molecular Screening Center)
# PAFAH2 inh: PAFAH2 (human) inhibition. Q99487. recombinant PAFAH2, FP-rhodamine activity probe, fluorescence polarization. inhibition, % at 3.39 µM. 0.99% of 340,000 active. AID 492956;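 active = inhibition above the mean over all tested compounds plus 3 SD, cut at about 30% in these data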;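 note: inhibitors block probe labeling of enzyme so polarization drops; 0% = enzyme with DMSO and 100% = wells lacking PAFAH2 protein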
# GSTO1 inh: GSTO1 inhibition, counter-screen for RBBP9 inhibitors. inhibition, % at 5.96 µM. 1.1% of 300,000 active. P78417. recombinant GSTO1, activity-based probe fluorescence polarization. AID 1974;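 active = inhibition above the campaign mean inhibition plus 3 SD, cut at about 35% in these data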;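 note: 0% = GSTO1-1 with DMSO and 100% = wells lacking GSTO1-1 enzyme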
# Target sequence (P78417 whole entry, looked up): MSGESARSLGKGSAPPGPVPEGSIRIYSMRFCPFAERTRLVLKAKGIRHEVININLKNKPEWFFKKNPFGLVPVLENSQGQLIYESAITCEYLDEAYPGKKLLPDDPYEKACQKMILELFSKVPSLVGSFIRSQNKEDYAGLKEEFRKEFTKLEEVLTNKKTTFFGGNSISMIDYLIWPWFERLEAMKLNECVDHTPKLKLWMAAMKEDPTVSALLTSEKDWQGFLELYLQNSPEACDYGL
# ZTA DNA inh: ZTA (EBV) inhibition in EBNA-1 counter-screen. AID 2234. P03206. ZTA-DNA binding, fluorescence polarization. inhibition, % at 11 µM. 0.15% of 320,000 active; in the data active = inhibition above about 33%
# LYPLA2 inh: blocks human lysophospholipase 2, a PME1 counter-screen | O95372 | recombinant LYPLA2, FP-Rh probe fluorescence polarization | inhibition, % at 5.9 µM | 0.38% of 320,000 active | AID 2177;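 active = inhibition above the screen-wide mean plus 3 SD, limit set per campaign, cut at about 26% in these data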;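 note: 0% = LYPLA2 with DMSO and 100% = wells lacking LYPLA2 enzyme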
# PREPL inh: inhibitors of human prolyl oligopeptidase-like enzyme PREPL; 0.68% of 320,000 active; inhibition, % at 5.96 µM; recombinant PREPL, fluorescence polarization activity-based probe; AID 2751; in the data active = inhibition above about 43%;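 note: 0% = enzyme with DMSO and 100% = wells lacking enzyme; many of its hits are not listed in these tables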
# PAFAH1B3 inh: PAFAH1B3 (human) inhibition; Q15102; recombinant PAFAH1B3, FP-rhodamine probe, fluorescence polarization; inhibition, % at 3.39 µM; 0.28% of 340,000 active; AID 492972;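 active = inhibition above the screen-wide average of all tested compounds plus 3 SD, cut at about 25% in these data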;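 note: 0% = enzyme with DMSO only and 100% = wells lacking PAFAH1B3 protein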
# LYPLA1 inh: counter-screen for PME1 inhibitors: inhibitors of human LYPLA1; inhibition, % at 5.9 µM; recombinant LYPLA1, FP-Rh probe fluorescence polarization; 0.16% of 320,000 active;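 active = inhibition above the mean of all tested compounds plus 3 SD, set per campaign, cut at about 14% in these data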;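 note: inhibitors block serine hydrolase probe labeling of LYPLA1 so polarization falls; 0% = enzyme with DMSO and 100% = wells lacking LYPLA1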
# PAD4 inh: PAD4 (human) enzyme inhibition; recombinant PAD4, RCA probe fluorescence polarization; 0.41% of 330,000 active; Q9UM07; inhibition, % at 6.36 µM;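 active = percent inhibition above a cutoff equal to the mean of all tested compounds plus 3 SD, cut at about 15% in these data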;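 note: 0% = PAD4 with RCA probe and DMSO and 100% = probe without PAD4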
# Target sequence (Q9UM07 whole entry, looked up): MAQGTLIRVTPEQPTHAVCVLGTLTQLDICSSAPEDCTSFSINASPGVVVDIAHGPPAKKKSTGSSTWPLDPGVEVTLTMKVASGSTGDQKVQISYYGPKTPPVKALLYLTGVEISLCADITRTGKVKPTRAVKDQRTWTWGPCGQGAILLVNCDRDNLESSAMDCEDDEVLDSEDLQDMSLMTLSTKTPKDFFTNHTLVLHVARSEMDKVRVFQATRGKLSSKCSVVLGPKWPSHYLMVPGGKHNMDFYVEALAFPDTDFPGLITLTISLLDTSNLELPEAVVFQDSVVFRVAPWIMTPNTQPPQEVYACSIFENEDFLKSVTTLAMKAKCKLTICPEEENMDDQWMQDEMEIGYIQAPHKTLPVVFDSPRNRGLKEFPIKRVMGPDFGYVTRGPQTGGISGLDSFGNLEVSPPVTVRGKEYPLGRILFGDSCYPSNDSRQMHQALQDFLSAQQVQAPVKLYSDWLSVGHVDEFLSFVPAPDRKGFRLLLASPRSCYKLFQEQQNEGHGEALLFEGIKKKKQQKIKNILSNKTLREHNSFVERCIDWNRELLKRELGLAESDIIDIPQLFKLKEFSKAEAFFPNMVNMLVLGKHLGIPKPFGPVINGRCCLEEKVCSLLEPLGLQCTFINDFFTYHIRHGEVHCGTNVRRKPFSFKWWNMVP
# EBNA-1 inh: blocks EBNA-1 binding to DNA; 0.34% of 300,000 active; EBNA-1 DNA binding, fluorescence polarization; inhibition, % at 14.8 µM; in the data active = inhibition above about 28%
# * = called active by the depositor; . = not tested or not shown. The list is partial (hit frequency here may not be typical).
1. COC(=O)c1sc2ccccc2c1NC(=O)c1ccc(S(=O)(=O)N2CCCC(C)C2)cc1 (configuration not stated)
2. COc1ccc(-n2c(SCC(=O)Nc3ccccc3C)nc(O)c(Cc3ccccc3)c2=O)cc1
3. NS(=O)(=O)c1ccc(CCNC(=O)Cc2ccc(S(=O)(=O)N3CCOCC3)s2)cc1
4. CC(C)=Nc1ccccc1C1COC(=O)C1=N (configuration not stated)
5. COc1ccc2cc3c(N)nn(C(=O)c4ccc(F)cc4)c3nc2c1
6. O=C(NNC(=O)c1ccc(Cl)c([N+](=O)[O-])c1)c1ccncc1
7. Oc1ccc(C[C@@H]2CNCCN2CCC23CC4CC(CC(C4)C2)C3)cc1
8. COc1ccc(F)c(C2C(C#N)=C(N)Oc3n[nH]c(C(C)(C)C)c32)c1 (configuration not stated)
entry no.	1	2	3	4	5	6	7	8
PAFAH2 inh	-1	2	10	0	1	-5	2	-8
GSTO1 inh	3	1	3	2	1	8	2	-12
ZTA DNA inh	-17	-9	-12	0	-3	-12	-23	4
LYPLA2 inh	-4	6	5	-3	4	0	6	0
PREPL inh	4	11	9	-3	-8	10	4	-11
PAFAH1B3 inh	3	13	9	3	2	3	6	3
LYPLA1 inh	-5	5	-1	0	-4	0	1	1
PAD4 inh	-1	-1	-2	2	-4	-2	4	-2
EBNA-1 inh	-8	-4	1	5	-12	7	-8	-1

9. O=C(CN1C(=O)COc2ccc(Cl)cc21)NC1CC1
10. O=C(NC(=S)N1CCOCC1)c1cc2ccccc2o1
11. COc1ccc(-c2ccc3c(c2)S(=O)(=O)c2cccc(C(=O)N4CCN(c5ccc(Cl)cn5)CC4)c2C3=O)cc1OC
12. CCNC(=S)N1CCN(CC)CC1
13. COCC(C)NC(=O)c1ccc2nc(-c3ccccc3)c(-c3ccccc3)nc2c1 (configuration not stated)
14. O=C(Cc1ccccc1)CC1(O)C(=O)Nc2ccccc21 (configuration not stated)
15. Cc1cc(O)c(N=Cc2cc3c(cc2[N+](=O)[O-])OCO3)cc1C
16. CSCCC(NC(=O)c1ccccc1Cl)C(=O)NCCc1ccccn1 (configuration not stated)
entry no.	9	10	11	12	13	14	15	16
PAFAH2 inh	3	-1	62*	3	-1	1	0	5
GSTO1 inh	0	7	.	-7	0	-3	34	.
ZTA DNA inh	11	-31	.	7	-19	-3	-8	.
LYPLA2 inh	-2	4	.	0	4	-2	-6	.
PREPL inh	-3	-9	40	-2	6	14	14	4
PAFAH1B3 inh	5	0	-4	-4	10	-1	10	4
LYPLA1 inh	0	0	.	-3	2	-3	-7	.
PAD4 inh	-2	-3	-1	0	-7	0	-5	-3
EBNA-1 inh	11	-19	.	10	-31	-11	-4	.

17. CO[C@@]1(NC(=O)C2SC(=C(C(N)=O)C(=O)O)S2)C(=O)N2C(C(=O)O)=C(CSc3nnnn3C)CS[C@@H]21 (some centres not stated)
18. CCN1CCN(CC(=O)Nc2ccc3c(c2)OCCO3)C(=O)C1=O
19. O=C(COC(=O)CCC1CCCC1)Nc1ccc(F)cc1Cl
20. Cc1cc(C)n2nc(C(=O)NNC(=O)c3ccccc3)nc2n1
21. Cc1ccsc1CN(C)CC(=O)Nc1ccccc1C(=O)NC1CC1
22. COc1cccc(-c2sc3ccc(OC)cc3c2-c2cc(F)cc(OC)c2)c1
23. CC(=O)NC(Cc1ccc(F)cc1)C(=O)O (configuration not stated)
24. O=C(NCC(=O)N(c1cnc2ccccc2c1)C(C(=O)NC1CCCC1)c1ccncc1)c1ccco1 (configuration not stated)
entry no.	17	18	19	20	21	22	23	24
PAFAH2 inh	5	-2	20	1	4	6	0	5
GSTO1 inh	1	2	.	10	.	.	1	-5
ZTA DNA inh	3	-6	-12	-1	.	-6	22	-11
LYPLA2 inh	1	-2	-2	4	.	-3	7	1
PREPL inh	-5	12	11	3	3	9	4	2
PAFAH1B3 inh	6	-2	1	5	9	-6	3	0
LYPLA1 inh	-5	-1	-3	-1	.	1	-3	2
PAD4 inh	3	1	0	0	2	-2	3	3
EBNA-1 inh	4	-7	.	2	.	.	13	-6

25. Cc1cccc(C)c1NC(=O)CN(C)C(=O)c1ccccc1C(=O)N(C)Cc1ccccc1
26. O=[N+]([O-])c1cc(/C=N/O)ccc1N1CCCC1
27. COc1ccc(CN2[C@@H](CC(C)=O)c3ccc(/C=C/C(C)=O)cc3S2(=O)=O)cc1
28. Nn1c(Nc2ccccc2)nc2ccccc2c1=O
29. Cn1c(SC/C=C/c2ccccc2)nnc1-c1cnccn1
30. O=C1CCN(c2ccc([N+](=O)[O-])cc2F)CC1
31. CCOc1ccc(-n2c(-c3ccc(OC)cc3)c[n+]3c2CCCCC3)cc1
32. CC1Cn2c(nc(=O)c3c2NCN(CCc2ccccc2)C3)S1 (configuration not stated)
entry no.	25	26	27	28	29	30	31	32
PAFAH2 inh	-5	-5	6	-6	2	-6	-3	-1
GSTO1 inh	11	2	-13	-5	3	-7	1	13
ZTA DNA inh	-14	-5	8	-8	9	-12	-14	0
LYPLA2 inh	1	-1	6	8	-2	3	9	-7
PREPL inh	10	-1	13	20	2	-8	14	12
PAFAH1B3 inh	4	3	-3	13	-1	-3	-5	11
LYPLA1 inh	6	-3	4	-6	-3	1	4	-3
PAD4 inh	3	-2	-1	-3	-1	-2	-6	-6
EBNA-1 inh	-4	5	-2	4	-2	2	-6	-17

33. CCOC(=O)Nc1ccc2c(c1)N(CCCN(C)C)c1ccccc1CC2
34. COc1ccc(C(C(=O)NCc2ccc(F)cc2)N(C(=O)c2csnn2)C2CC2)cc1 (configuration not stated)
35. Cc1csc(N2CCCC2c2nc3cc(C(F)(F)F)ccc3n2CCOCCO)n1 (configuration not stated)
36. CC(C)Cn1c(O)c2ccc(C(=O)N=NC(=O)c3cccnc3)cc2c1O
37. CCN(CC)CC(C(=O)N(CC)CC)P(=O)(c1ccccc1)c1ccccc1 (configuration not stated)
38. Cc1cc(C)n2nc(SCc3nnc(-c4ccc(F)cc4)o3)nc2n1
39. COc1ccc(-c2nc(SCC(=O)Nc3nccs3)c(-c3ccc(Cl)cc3)[nH]2)cc1
40. O=C(NNC(=O)c1c(O)c2ccccc2[nH]c1=O)c1ccccc1
entry no.	33	34	35	36	37	38	39	40
PAFAH2 inh	-1	1	-3	-2	-1	.	8	0
GSTO1 inh	2	0	-2	0	-3	1	1	8
ZTA DNA inh	-4	5	-9	19	-16	2	4	8
LYPLA2 inh	0	16	0	-5	-1	1	-3	-5
PREPL inh	25	1	7	2	1	7	30	-5
PAFAH1B3 inh	1	14	2	-8	10	.	7	10
LYPLA1 inh	-1	5	2	-5	-2	-1	-11	0
PAD4 inh	-2	-1	-4	-3	1	-2	-4	-5
EBNA-1 inh	11	7	-1	2	6	6	73*	5

41. CCn1c(=N)n(CC(=O)c2ccc(OC)c(OC)c2)c2ccccc21
42. O=C(/C=C/c1cccs1)N1CCC2(CC1)Oc1ccc(Cl)cc1C(=O)C21CC(c2ccccc2)=NO1 (configuration not stated)
43. COC(=O)c1sc(S(=O)(=O)NC(Cc2ccccc2)C(=O)O)c(C(=O)OC)c1C (configuration not stated)
44. CN(C)S(=O)(=O)c1ccc(Cl)c(NC(=O)COC(=O)[C@@H]2CCCN2C(=O)c2cccs2)c1
45. CCCc1c(C)c2ccc(OCC(C)=O)cc2oc1=O
46. CCCOC(=O)/C(C)=N\NC(=O)c1ccco1
47. COC(=O)c1ccccc1NC(=O)CN(Cc1ccccc1)S(C)(=O)=O
48. Cc1ccc(S(=O)(=O)Nc2ccccc2C=Nc2cccc(C)c2C)cc1
entry no.	41	42	43	44	45	46	47	48
PAFAH2 inh	1	-12	5	7	0	2	-1	11
GSTO1 inh	2	-2	.	18	-4	2	-5	-5
ZTA DNA inh	-7	-17	3	-5	-5	-5	5	-4
LYPLA2 inh	0	-5	4	-3	1	1	-9	0
PREPL inh	22	-52	18	-9	5	4	-3	13
PAFAH1B3 inh	-1	4	8	10	-4	0	4	-9
LYPLA1 inh	1	-4	0	0	4	-4	-2	3
PAD4 inh	-5	-2	5	0	-8	4	-3	-1
EBNA-1 inh	-9	5	.	12	-9	2	4	2

# A run of entries of the results above:
37. CCN(CC)CC(C(=O)N(CC)CC)P(=O)(c1ccccc1)c1ccccc1 (configuration not stated)
38. Cc1cc(C)n2nc(SCc3nnc(-c4ccc(F)cc4)o3)nc2n1
39. COc1ccc(-c2nc(SCC(=O)Nc3nccs3)c(-c3ccc(Cl)cc3)[nH]2)cc1
40. O=C(NNC(=O)c1c(O)c2ccccc2[nH]c1=O)c1ccccc1
41. CCn1c(=N)n(CC(=O)c2ccc(OC)c(OC)c2)c2ccccc21
42. O=C(/C=C/c1cccs1)N1CCC2(CC1)Oc1ccc(Cl)cc1C(=O)C21CC(c2ccccc2)=NO1 (configuration not stated)
43. COC(=O)c1sc(S(=O)(=O)NC(Cc2ccccc2)C(=O)O)c(C(=O)OC)c1C (configuration not stated)
44. CN(C)S(=O)(=O)c1ccc(Cl)c(NC(=O)COC(=O)[C@@H]2CCCN2C(=O)c2cccs2)c1
45. CCCc1c(C)c2ccc(OCC(C)=O)cc2oc1=O
entry no.	37	38	39	40	41	42	43	44	45
PAFAH2 inh	-1	.	8	0	1	-12	5	7	0
GSTO1 inh	-3	1	1	8	2	-2	.	18	-4
ZTA DNA inh	-16	2	4	8	-7	-17	3	-5	-5
LYPLA2 inh	-1	1	-3	-5	0	-5	4	-3	1
PREPL inh	1	7	30	-5	22	-52	18	-9	5
PAFAH1B3 inh	10	.	7	10	-1	4	8	10	-4
LYPLA1 inh	-2	-1	-11	0	1	-4	0	0	4
PAD4 inh	1	-2	-4	-5	-5	-2	5	0	-8
EBNA-1 inh	6	6	73*	5	-9	5	.	12	-9

# Next part:
49. COC(CNC(=O)c1cc(C(=O)c2c(-c3c(Cl)cccc3Cl)noc2C)c[nH]1)OC
50. CCOC(=O)c1ccccc1NC(=O)CN1C(=O)NC(C)(CCc2ccccc2)C1=O (configuration not stated)
51. Cc1cc(=O)[nH]c(Nc2ccc(C(=O)OC(C)C)cc2)n1
52. O=C(/C=C/c1cn(-c2ccccc2)nc1-c1cccnc1)NCCN1CCOCC1
53. COc1cccc(NC(=O)N2CCC(NC(=O)C3CCCCC3)CC2)c1
54. COC(=O)c1ccccc1NC(=O)c1cc2ccccc2o1
55. O=C(CSc1nnc(Cn2cnc3ccccc32)o1)Nc1cccc2ccccc12
56. O=C(NCC(=O)N1CCN(c2cccc(Cl)c2)CC1)c1ccc(Br)o1
entry no.	49	50	51	52	53	54	55	56
PAFAH2 inh	1	11	-2	9	-5	-4	2	12
GSTO1 inh	19	9	4	1	-2	9	-1	7
ZTA DNA inh	23	-8	-2	13	-20	-17	4	-4
LYPLA2 inh	-2	2	-4	0	-4	-1	-6	7
PREPL inh	1	-9	14	-1	0	-5	3	3
PAFAH1B3 inh	-3	-3	2	2	2	7	2	0
LYPLA1 inh	3	-7	-2	0	-1	-4	0	14*
PAD4 inh	2	4	-4	1	0	-2	-6	2
EBNA-1 inh	-4	-10	-4	-7	-2	-4	-8	10

57. O=C(CN(C1CCCCC1)S(=O)(=O)c1ccccc1)N1CCCC1
58. Cc1ccccc1N(CC(=O)N1CCCCCC1)S(C)(=O)=O
59. Cc1ccn2c(c1)nc(=O)c1cc(S(=O)(=O)N3CCCCC3)ccc12
60. COc1ccc(C(CNC(=O)c2ccc(OCC3CCCO3)cc2)N2CCOCC2)cc1 (configuration not stated)
61. CN(C)/C=C/C1=C([N+](=O)[O-])C(c2cccc([N+](=O)[O-])c2)NC(=O)N1 (configuration not stated)
entry no.	57	58	59	60	61
PAFAH2 inh	1	1	-1	4	10
GSTO1 inh	-2	4	-26	-1	13
ZTA DNA inh	5	-16	-9	-21	4
LYPLA2 inh	-17	5	1	2	0
PREPL inh	13	3	-4	5	18
PAFAH1B3 inh	4	3	7	3	9
LYPLA1 inh	0	-1	-4	2	2
PAD4 inh	-4	-2	2	-1	-2
EBNA-1 inh	-12	7	-9	-6	-14
